Source: PubChem
HCV NS3 hel inh = blocks Hepatitis C virus NS3 helicase unwinding; inhibition, % at 10.9 µM; AID 1800; 0.56% of 290,000 active; NS3 helicase DNA unwinding, Cy5 molecular beacon fluorescence;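 active means inhibition above the mean of all tested compounds plus 3 SD, set per campaign, cut at about 35% in these data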;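 further: 0% = DMSO wells and 100% = thioflavine S control wells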
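test system = hepatitis C virus NS3 helicase domain fragment enzyme | reagent = annealed dual-labelled DNA beacon duplex, ATP-started | times = 1 h at 25 °C | detection = Cy5 fluorescence, 0 and 60 min reads | read-out basis = percent inhibition from t60/t0 fluorescence ratio | control set = DMSO and thioflavine S | replication = one well per compound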
GPR7 antagonist = antagonists of human GPR7 (neuropeptides B/W receptor 1). inhibition, % at 4.4 µM. GPR7-expressing cells, fluorescence antagonist assay. 1.1% of 290,000 active. P48145; in the data active means inhibition above about 16%, passing the limit was not always enough;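 further: cells stimulated with the agonist NPW; 0% = agonist with vehicle and 100% = vehicle without agonist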
OXTR agonist = human OXTR agonism | P30559 | CHO-OTR cells, Fluo-8 calcium fluorescence; normalized: DMSO 0%, oxytocin 100% | activation, % at 3 µM | 0.32% of 320,000 active | AID 2435;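 active means activation above the mean of all tested compounds plus 3 SD, cutoff set per screening run, cut at about 20% in these data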;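 further: peak over basal fluorescence ratio from a 100 s FLIPR kinetic read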
Target sequence (P30559 whole entry, looked up): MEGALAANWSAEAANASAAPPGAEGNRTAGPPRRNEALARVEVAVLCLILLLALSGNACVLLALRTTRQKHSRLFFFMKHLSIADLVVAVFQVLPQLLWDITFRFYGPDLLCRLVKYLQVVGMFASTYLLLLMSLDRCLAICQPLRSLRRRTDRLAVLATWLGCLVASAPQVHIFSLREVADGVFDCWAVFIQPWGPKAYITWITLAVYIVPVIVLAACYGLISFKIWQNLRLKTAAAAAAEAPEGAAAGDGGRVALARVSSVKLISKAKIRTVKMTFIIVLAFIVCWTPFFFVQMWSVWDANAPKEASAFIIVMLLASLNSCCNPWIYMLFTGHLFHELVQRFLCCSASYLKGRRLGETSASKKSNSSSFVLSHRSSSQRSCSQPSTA
GalR3 antagonist = human GalR3 antagonism | HEK293 GalR3-CNG cAMP membrane potential fluorescence; galR3 body fused to GalR1 C-terminus | inhibition, % at 3 µM | 0.44% of 360,000 active | AID 651719;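 active means inhibition above the screen-wide average plus 3 SD, cut at about 13% in these data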;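 further: forskolin and galanin both at EC90 stimulate the cells; cAMP rise reported by CNG channel membrane potential dye signal; 0% = forskolin plus galanin with DMSO and 100% = forskolin alone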
IMP-1 inhibitor = blocks Pseudomonas aeruginosa IMP-1 metallo-beta-lactamase. 0.45% of 290,000 active. AID 1556. purified IMP-1, nitrocefin hydrolysis, epi-absorbance fluorescence. inhibition, % at 5.6 µM;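 active means inhibition above the mean plus 3 SD of all compounds in the same screening run, cut at about 4.5% in these data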;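 further: 0% = IMP-1 with DMSO and 100% = DMSO wells lacking enzyme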
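assay system = purified recombinant IMP-1 metallo-beta-lactamase enzyme | schedule = 15 min preincubation plus 25 min reaction at 25 °C | signal = Epi-absorbance fluorescence, 480 nm excitation, 530 nm emission | read-out basis = percent inhibition from optical density relative to buffer-blank wells | controls = IMP-1 with DMSO as 0%, enzyme-free DMSO as 100%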
PHOSPHO1 inh = PHOSPHO1 (human) inhibition; Q8TCT1; recombinant PHOSPHO1, absorbance phosphatase assay; inhibition, % at 13.3 µM; 1.1% of 290,000 active; AID 1565; in the data active means inhibition above about 60%
Target sequence (Q8TCT1 whole entry, looked up): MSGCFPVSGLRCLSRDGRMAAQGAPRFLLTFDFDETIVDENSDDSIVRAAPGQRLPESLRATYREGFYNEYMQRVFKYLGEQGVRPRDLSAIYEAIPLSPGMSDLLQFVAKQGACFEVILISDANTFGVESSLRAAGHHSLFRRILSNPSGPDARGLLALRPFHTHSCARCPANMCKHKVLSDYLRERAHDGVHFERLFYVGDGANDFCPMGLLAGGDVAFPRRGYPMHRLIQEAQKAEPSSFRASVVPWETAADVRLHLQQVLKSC
V1aR counter = activates human V1a receptor in oxytocin agonist counter-screen; P37288; CHO-V1R cells, Fluo-8 calcium fluorescence, agonist mode; 0% DMSO, 100% 3 nM vasopressin; activation, % at 3 µM; 0.25% of 320,000 active; AID 2797;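 active means activation above the mean activation of all tested compounds plus 3 SD, per screening run, cut at about 20% in these data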;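 further: signal is peak over basal fluorescence ratio across a 100 second FLIPR read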
Target sequence (P37288 whole entry, looked up): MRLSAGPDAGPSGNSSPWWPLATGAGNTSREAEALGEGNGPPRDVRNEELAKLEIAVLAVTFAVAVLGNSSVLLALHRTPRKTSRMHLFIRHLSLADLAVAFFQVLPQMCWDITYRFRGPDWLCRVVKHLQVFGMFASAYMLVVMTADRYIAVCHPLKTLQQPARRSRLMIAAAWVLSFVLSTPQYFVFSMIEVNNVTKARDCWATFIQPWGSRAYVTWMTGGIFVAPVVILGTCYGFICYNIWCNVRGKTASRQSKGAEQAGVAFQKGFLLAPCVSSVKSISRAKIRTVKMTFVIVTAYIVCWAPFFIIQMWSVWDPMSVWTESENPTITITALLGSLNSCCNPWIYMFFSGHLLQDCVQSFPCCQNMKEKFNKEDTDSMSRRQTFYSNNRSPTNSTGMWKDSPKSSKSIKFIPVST
DNA FID counter = displaces DNA intercalator in HCV helicase counter-screen. DNA fluorescent intercalator displacement, fluorescence. 0.17% of 290,000 active. inhibition, % at 7.9 µM; in the data active means inhibition above about 37%;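 further: 0% = vehicle and 100% = reference compound; higher means more ethidium bromide displaced from hairpin DNA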
VIM-2 inhibitor = inhibitors of Pseudomonas aeruginosa VIM-2 metallo-beta-lactamase; inhibition, % at 5.6 µM; AID 1527; 0.89% of 290,000 active; purified VIM-2, nitrocefin hydrolysis, epi-absorbance fluorescence;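 active means inhibition above the mean of all tested compounds plus 3 SD, cutoff set per screening run, cut at about 7.5% in these data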;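 further: red hydrolysis product quenches plate fluorescence so inhibitors raise well fluorescence; 0% = enzyme with DMSO and 100% = DMSO without enzyme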
Active calls of the source: *; & = joins results of further samples. Compounds were not picked by outcome. About 4.3% of those tested had a hit in this group.

Start of the data: the first two records (preview)
What do the screens show for `Cc1ccc(CO/N=C/c2c(O)cc(C)oc2=O)cc1`?
HCV NS3 hel inh: -2; GPR7 antagonist: -12; OXTR agonist: -0.1; GalR3 antagonist: -3; IMP-1 inhibitor: -3.8; PHOSPHO1 inh: -3; V1aR counter: 0.8; DNA FID counter: -1; VIM-2 inhibitor: -3.3

What do the screens show for `O=C(Nc1ccccn1)c1cc(-c2cccnc2)nc2ccc(Br)cc12`?
HCV NS3 hel inh: 11; GPR7 antagonist: 2; OXTR agonist: 0.0; GalR3 antagonist: -6; IMP-1 inhibitor: -2.6; PHOSPHO1 inh: -14; V1aR counter: 0.4; DNA FID counter: 2; VIM-2 inhibitor: -2.4

This part in full, repeating the preview:
What do the screens show for `Cc1ccc(CO/N=C/c2c(O)cc(C)oc2=O)cc1`?
HCV NS3 hel inh: -2; GPR7 antagonist: -12; OXTR agonist: -0.1; GalR3 antagonist: -3; IMP-1 inhibitor: -3.8; PHOSPHO1 inh: -3; V1aR counter: 0.8; DNA FID counter: -1; VIM-2 inhibitor: -3.3

What do the screens show for `O=C(Nc1ccccn1)c1cc(-c2cccnc2)nc2ccc(Br)cc12`?
HCV NS3 hel inh: 11; GPR7 antagonist: 2; OXTR agonist: 0.0; GalR3 antagonist: -6; IMP-1 inhibitor: -2.6; PHOSPHO1 inh: -14; V1aR counter: 0.4; DNA FID counter: 2; VIM-2 inhibitor: -2.4

Results for O=C(O)c1ccc(COc2c(F)c(F)cc(F)c2F)o1 ?
HCV NS3 hel inh: 4; GPR7 antagonist: -10; OXTR agonist: 1.4; GalR3 antagonist: -5; IMP-1 inhibitor: -1.9; PHOSPHO1 inh: -6; V1aR counter: -0.6; DNA FID counter: -1; VIM-2 inhibitor: -1.1

Results for O=C(CN1CCCC1)Nc1ccc(OCc2ccccc2)cc1 ?
HCV NS3 hel inh: -9; GPR7 antagonist: 7; OXTR agonist: 5.0; GalR3 antagonist: -10; IMP-1 inhibitor: -1.9; PHOSPHO1 inh: 22; V1aR counter: 3.1; DNA FID counter: 22; VIM-2 inhibitor: -3.2

What do the screens show for `O=C(O)c1ccccc1C(=O)Nc1ccc(Oc2cccc(C(F)(F)F)c2)nc1`?
HCV NS3 hel inh: -3; GPR7 antagonist: -1; OXTR agonist: 0.3; GalR3 antagonist: -5; IMP-1 inhibitor: -2.9; PHOSPHO1 inh: -2; V1aR counter: 0.0; DNA FID counter: 1; VIM-2 inhibitor: -2.0

Results for OC(CNC1Cc2ccccc2C1)COc1ccc(F)cc1 (stereo unspecified) ?
HCV NS3 hel inh: 37*; GPR7 antagonist: 22*; OXTR agonist: 4.2; GalR3 antagonist: -9; IMP-1 inhibitor: -0.1; PHOSPHO1 inh: 42; V1aR counter: -0.8; DNA FID counter: 19; VIM-2 inhibitor: -0.9

Results for COc1ccc(Cc2nc3ccc(C(=O)NCc4ncc(C)[nH]4)cc3o2)cc1OC ?
HCV NS3 hel inh: 9; GPR7 antagonist: -9; OXTR agonist: 0.3; GalR3 antagonist: 4; IMP-1 inhibitor: -2.1; PHOSPHO1 inh: 34; V1aR counter: 0.1; DNA FID counter: 4; VIM-2 inhibitor: 38*

Results for NC1=NC(c2ccccc2)=NC1(NC(=O)c1ccccc1)C(Cl)Cl (stereo unspecified) ?
HCV NS3 hel inh: 2; GPR7 antagonist: -3; OXTR agonist: -0.2; GalR3 antagonist: -1; IMP-1 inhibitor: -1.6; PHOSPHO1 inh: 8; V1aR counter: 0.3; DNA FID counter: -1; VIM-2 inhibitor: -1.8

Results for CS(=O)(=O)N(CC(=O)Nc1ccc2c(c1)OCO2)c1ccccc1 ?
HCV NS3 hel inh: 11; GPR7 antagonist: 4; OXTR agonist: 1.1; GalR3 antagonist: -3; IMP-1 inhibitor: -1.9; PHOSPHO1 inh: 3; V1aR counter: -0.3; DNA FID counter: 0; VIM-2 inhibitor: -0.1

What do the screens show for `CCCc1cc(=O)oc2c(C)c(OCC(=O)NCCN3CCOCC3)ccc12`?
HCV NS3 hel inh: -6; GPR7 antagonist: -6; OXTR agonist: 1.0; GalR3 antagonist: 0; IMP-1 inhibitor: 0.2; PHOSPHO1 inh: 15; V1aR counter: -1.1; DNA FID counter: -8; VIM-2 inhibitor: 2.7

How did CSc1ccc(CCNC(=O)CCc2nnc3ccc(NCCCN4CCCC4=O)nn23)cc1 do in these assays?
HCV NS3 hel inh: -6; GPR7 antagonist: -1; OXTR agonist: -1.4; GalR3 antagonist: -1; IMP-1 inhibitor: -3.8; PHOSPHO1 inh: 32; V1aR counter: 0.0; DNA FID counter: -41; VIM-2 inhibitor: -3.3

Results for COCCCNC(=O)N1c2ccccc2Sc2ccccc21 ?
HCV NS3 hel inh: 11; GPR7 antagonist: -12; OXTR agonist: -1.7; GalR3 antagonist: -7; IMP-1 inhibitor: -3.3; PHOSPHO1 inh: 26; V1aR counter: 0.5; DNA FID counter: -27; VIM-2 inhibitor: 0.1

Results for COc1ccc(C2(c3ccc(OC)cc3)NC(=O)N(CC(=O)Nc3ccccc3C(F)(F)F)C2=O)cc1 ?
HCV NS3 hel inh: -18; GPR7 antagonist: -15; OXTR agonist: 3.5; GalR3 antagonist: -3; IMP-1 inhibitor: -2.9; PHOSPHO1 inh: -21; V1aR counter: 4.0; DNA FID counter: -41; VIM-2 inhibitor: -3.3

How did C=CCN1C(=O)/C(=C2/Sc3ccc(OC)cc3N2C)SC1=Nc1ccccc1 do in these assays?
HCV NS3 hel inh: 9; GPR7 antagonist: -5; OXTR agonist: -0.2; GalR3 antagonist: -3; IMP-1 inhibitor: -1.9; PHOSPHO1 inh: 9; V1aR counter: -0.1; DNA FID counter: 1; VIM-2 inhibitor: -2.2

What do the screens show for `O=C(O)c1ccccc1C(=O)NC1Cc2ccccc2C1`?
HCV NS3 hel inh: -10; GPR7 antagonist: -5; OXTR agonist: 1.2; GalR3 antagonist: -4; IMP-1 inhibitor: -0.1; PHOSPHO1 inh: 39; V1aR counter: 0.7; DNA FID counter: -2; VIM-2 inhibitor: -0.2

How did O=C(c1ccc(NC2=NC3CS(=O)(=O)CC3S2)cc1)N1CCN(Cc2ccccc2)CC1 (stereo unspecified) do in these assays?
HCV NS3 hel inh: 4; GPR7 antagonist: -2; OXTR agonist: 1.8; IMP-1 inhibitor: 0.0; PHOSPHO1 inh: -7; V1aR counter: 0.8; DNA FID counter: -13; VIM-2 inhibitor: 2.5

Results for O=[N+]([O-])c1ccc2c(c1)nc1n2CCN(CC2CCCO2)C1 (stereo unspecified) ?
HCV NS3 hel inh: -3; GPR7 antagonist: -7; OXTR agonist: -0.1; GalR3 antagonist: -3; IMP-1 inhibitor: -1.2; PHOSPHO1 inh: 29; V1aR counter: -0.4; DNA FID counter: -3; VIM-2 inhibitor: 0.9

How did COc1ccc(C(=O)Nc2ccc(CN3CCCCC3)cc2)cc1 do in these assays?
HCV NS3 hel inh: 9; GPR7 antagonist: -1; OXTR agonist: 0.9; GalR3 antagonist: -6; IMP-1 inhibitor: -3.5; PHOSPHO1 inh: 23; V1aR counter: 1.2; DNA FID counter: 18; VIM-2 inhibitor: -4.0

What do the screens show for `N#CCCN(C(=O)COC(=O)CCc1ccccc1)c1ccccc1`?
HCV NS3 hel inh: -3; GPR7 antagonist: 0; OXTR agonist: 0.1; GalR3 antagonist: -9; IMP-1 inhibitor: -2.9; PHOSPHO1 inh: 35; V1aR counter: 1.4; DNA FID counter: -29; VIM-2 inhibitor: -3.8

Results for Cc1ccc(O)c(-c2cc(C(F)(F)F)[nH]n2)c1 ?
HCV NS3 hel inh: 0; GPR7 antagonist: -7; OXTR agonist: 1.0; GalR3 antagonist: -7; IMP-1 inhibitor: -1.7; PHOSPHO1 inh: 8; V1aR counter: 0.9; DNA FID counter: 0; VIM-2 inhibitor: -1.7

How did Cc1ccc(SCc2cc(=O)n3ccsc3n2)c(C)c1 do in these assays?
HCV NS3 hel inh: 9; GPR7 antagonist: 6; OXTR agonist: -1.0; IMP-1 inhibitor: -4.0; PHOSPHO1 inh: 9; V1aR counter: -0.3; DNA FID counter: -4; VIM-2 inhibitor: -3.1

Results for CO/N=C(\C)C(Cc1ccc(Cl)nc1)Cc1ccc(Cl)nc1 ?
HCV NS3 hel inh: 14; GPR7 antagonist: -9; OXTR agonist: 1.0; GalR3 antagonist: -13; IMP-1 inhibitor: 0.4; PHOSPHO1 inh: 42; V1aR counter: 0.3; DNA FID counter: -15; VIM-2 inhibitor: -1.5

Results for Cc1ccc(S(=O)(=O)CCC(=O)OCC(=O)NCc2ccc(Cl)cc2)cc1 ?
HCV NS3 hel inh: 1; GPR7 antagonist: -4; OXTR agonist: -0.8; GalR3 antagonist: -4; IMP-1 inhibitor: -2.9; PHOSPHO1 inh: 2; V1aR counter: 0.6; DNA FID counter: -22; VIM-2 inhibitor: -0.6

What do the screens show for `Cc1c(C(=O)Nc2c(F)cccc2F)sc2ncnc(N3CCN(c4ccccc4)CC3)c12`?
HCV NS3 hel inh: -7; GPR7 antagonist: -10; OXTR agonist: -1.8; GalR3 antagonist: -4; IMP-1 inhibitor: -2.5; PHOSPHO1 inh: -3; V1aR counter: 0.1; DNA FID counter: -42; VIM-2 inhibitor: -1.4

Results for CN1CCC(OC(=O)c2ccc(Cl)cc2Cl)CC1 ?
HCV NS3 hel inh: 8; GPR7 antagonist: -9; OXTR agonist: 0.4; GalR3 antagonist: -4; IMP-1 inhibitor: -0.5; PHOSPHO1 inh: 21; V1aR counter: 1.1; DNA FID counter: 13; VIM-2 inhibitor: -0.7

What do the screens show for `Nc1cc(N2CCCC2)c(Cl)cc1[N+](=O)[O-]`?
HCV NS3 hel inh: -2; GPR7 antagonist: -14; OXTR agonist: -1.4; GalR3 antagonist: -6; IMP-1 inhibitor: -3.4; PHOSPHO1 inh: 12; V1aR counter: 0.5; DNA FID counter: 9; VIM-2 inhibitor: 0.5

Results for CCOc1cc2[nH]c(=O)n(CCCCCC(=O)NC3CCCC3)c(=O)c2cc1OCC ?
HCV NS3 hel inh: 0; GPR7 antagonist: -3; OXTR agonist: -1.0; GalR3 antagonist: -5; IMP-1 inhibitor: -1.6; PHOSPHO1 inh: 28; V1aR counter: -0.8; DNA FID counter: -53; VIM-2 inhibitor: 0.4

Results for CC(C)NCC(O)COc1ccc(CCOCC2CC2)cc1 (stereo unspecified) ?
HCV NS3 hel inh: 0&3; GPR7 antagonist: 8&-8; OXTR agonist: 0.4; GalR3 antagonist: -5; IMP-1 inhibitor: -4.3&-1.1; PHOSPHO1 inh: 1&12; V1aR counter: 0.4; DNA FID counter: 5&4; VIM-2 inhibitor: -3.0&0.3

What do the screens show for `CCC(NC(=O)c1[nH]c(C)c(C(C)=O)c1C)c1ccc(Br)cc1` (stereo unspecified)?
HCV NS3 hel inh: -3; GPR7 antagonist: 29*; OXTR agonist: 3.0; GalR3 antagonist: -9; IMP-1 inhibitor: -0.4; PHOSPHO1 inh: -10; V1aR counter: 7.7; DNA FID counter: -17; VIM-2 inhibitor: 0.0

Results for CCOc1ccc(Br)cc1S(=O)(=O)NC1CC(C)(C)NC(C)(C)C1 ?
HCV NS3 hel inh: -2; GPR7 antagonist: -17; GalR3 antagonist: -12; IMP-1 inhibitor: -3.3; PHOSPHO1 inh: 20; DNA FID counter: 11; VIM-2 inhibitor: -3.6
